NCI-60 one-dose screen, 48 h, at 10 µM unless noted. Numbers give growth in % (100 = growth as untreated, 0 = no growth, -100 = all killed).
HCT-116 – HCT-116 colon cancer; actives 7.3% (n = 82,000)
KM12 – KM12 colon cancer cells | AID 1794800 | actives 5% (n = 82,000)
SW-620 – SW-620 colon cancer; actives 5.2% (n = 82,000)
SNB-75 – SNB-75 CNS cancer | actives 5% (n = 79,000) | AID 1794750
HCC-2998 – HCC-2998 colon cancer. actives 4.7% (n = 79,000)
SF-268 – SF-268 CNS cancer cells; actives 3.1% (n = 82,000); AID 1794759
HCT-15 – HCT-15 colon cancer. actives 5.2% (n = 82,000)
SNB-19 – SNB-19 CNS cancer cells. AID 1794751. actives 2.5% (n = 81,000)
HT29 – HT29 colon cancer; actives 7.4% (n = 81,000)
* hit, by the source's call; · = not tested or not shown; & = joins results of further samples; [ ] = remark or other dose. How the source made its calls: active means growth percent below 10; inactive means the rest.

mol	HCT-116	KM12	SW-620	SNB-75	HCC-2998	SF-268	HCT-15	SNB-19	HT29
CCCSc1ccc(NC(=S)Nc2ccc(SCCC)cc2)cc1	94	104	109	99	105	122	100	108	95
CC1=C(C(=O)OCc2ccccc2)C(c2cccc(Cl)c2Cl)n2c(nc3ccccc32)N1 (stereo not drawn)	69	76	63	67	90	83	67	79	91
CC/C(=C\c1ccc(OC)cc1)C(=O)c1ccc(OC)cc1	91	96	94	77	93	101	93	86	90
CN(C)c1ccc(Cc2cc(-c3ccccc3)nn(C/C(=N/O)c3ccccc3)c2=O)cc1	46	32	62	73	81	56	50	64	33
O=C(Cn1c(=O)[nH]c2ccccc2c1=O)NC1CCCCC1	113	102	104	160	102	117	97	98	112
Nc1ccc(C(=O)c2cccs2)cn1	109	113	109	92	108	112	99	101	105
CC(=C/c1ccccc1)/C=C1/NC(=S)NC1=O	92	109	100	97	100	116	112	96	100
Cc1cc2c(C(C)C)c(O)c(O)c(C(=O)C(=O)NCc3ccco3)c2c(O)c1-c1c(C)cc2c(C(C)C)c(O)c(O)c(C(=O)C(=O)NCc3ccco3)c2c1O	35	29	37	66	60	49	39	45	43

Of the compounds above, 2 have a carbonyl joined to an NH by a bond outside any ring:
mol	HCT-116	KM12	SW-620	SNB-75	HCC-2998	SF-268	HCT-15	SNB-19	HT29
O=C(Cn1c(=O)[nH]c2ccccc2c1=O)NC1CCCCC1	113	102	104	160	102	117	97	98	112
Cc1cc2c(C(C)C)c(O)c(O)c(C(=O)C(=O)NCc3ccco3)c2c(O)c1-c1c(C)cc2c(C(C)C)c(O)c(O)c(C(=O)C(=O)NCc3ccco3)c2c1O	35	29	37	66	60	49	39	45	43

(further entries)
mol	HCT-116	KM12	SW-620	SNB-75	HCC-2998	SF-268	HCT-15	SNB-19	HT29
COc1ccc(-c2cn(-c3ccc(Cl)cc3)c(SCC(=O)c3ccc(Br)cc3)n2)cc1	90	95	100	96	100	103	98	103	92
COc1ccc(/C=C/C(=O)c2ccc(N3CCN(C)CC3)cc2)c(C(F)(F)F)c1	11	9.0*	-80*	98	-49*	71	-68*	54	-52*
O=C1COCCN1c1ccc(Nc2nc(Cl)nc(OCc3cn(Cc4ccccc4)nn3)n2)cc1	92	91	89	101	64	81	93	90	91
Cc1[nH]c(C2CC(c3cccs3)=NN2c2ccccc2)c(C)c1C(=O)O (stereo not drawn)	106	101	103	93	105	97	90	99	114
COc1cc(/C=C2\CN(S(=O)(=O)c3ccc(C)cc3)C/C(=C\c3cc(CN4CCCCC4)c(O)c(OC)c3)C2=O)cc(CN2CCCCC2)c1O	-71*	-85*	-77*	-84*	-87*	-61*	-86*	-58*	-66*
O=C(Nc1nc2ccc(F)cc2s1)c1cc(-c2ccc(Cl)cc2)n2nc(-c3ccccc3)cc2n1	104	97	105	86	107	96	97	107	102
O=[N+]([O-])c1ccc(S)cc1	100	111	91	83	104	99	106	98	86
O=C(CNC(=O)NCC1CCC(F)CC1)NC1NC2CCCCC2N1 (stereo not drawn)	87	106	94	81	89	100	92	94	107
CC(=O)OCC(CCn1cnc2cnc(N)nc21)COC(C)=O	109	105	110	111	101	109	98	106	96
COc1ccc(-c2nc(SCCC(C)C)nc(N/N=C\c3ccc(O)cc3)c2C#N)cc1	40	67	54	77	87	56	28	60	107
CSc1nc(NC=O)cc(=O)n1C	106	·	103	61	100	·	110	99	104
O=C(O)c1ccc(NC(C(=O)c2ccccc2)c2ccccc2)cc1 (stereo not drawn)	·	105	102	79	·	103	105	102	109
Cc1ccc(C(=O)c2ccc(CC(=O)N/N=C/c3c[nH]c4ccccc34)n2C)cc1	92	102	96	75	107	90	83	88	100
COc1ccc(OC)c(-c2nc3sc(-c4c[nH]c5ccccc45)nn3c2C=O)c1	84	79	104	91	106	108	65	92	68
O=C(Nc1ccc(N2CCNCC2)cc1)c1[nH]ncc1Nc1ncnc2sc3c(c12)CCC3	-85*	-82*	-83*	-99*	-91*	-72*	-86*	-100*	-67*
Cc1cc(N2CCCC2)nc(NC2CCCC(Nc3ccnc4cc(Cl)ccc34)C2)n1 (stereo not drawn)	-87*	-62*	-58*	-69*	-40*	-37*	-52*	-20*	-70*

3 consecutive entries from above, for reference:
mol	HCT-116	KM12	SW-620	SNB-75	HCC-2998	SF-268	HCT-15	SNB-19	HT29
CC(=O)OCC(CCn1cnc2cnc(N)nc21)COC(C)=O	109	105	110	111	101	109	98	106	96
COc1ccc(-c2nc(SCCC(C)C)nc(N/N=C\c3ccc(O)cc3)c2C#N)cc1	40	67	54	77	87	56	28	60	107
CSc1nc(NC=O)cc(=O)n1C	106	·	103	61	100	·	110	99	104

Remaining list, next part:
mol	HCT-116	KM12	SW-620	SNB-75	HCC-2998	SF-268	HCT-15	SNB-19	HT29
C=C(C)[C@@H]1CC[C@]2(C(=O)Nc3ccccn3)CC[C@]3(C)[C@H](CC[C@@H]4[C@@]5(C)CCC(=O)NC(C)(C)[C@@H]5CC[C@]43C)[C@@H]12	75	99	98	72	109	92	90	96	92
C=CCOC(=O)c1ccccc1	90&99	98&112	102&109	76&93	107&93	98&106	103&102	101&103	79
Cc1[nH]c2ccccc2c1C(C[N+](=O)[O-])c1cccs1 (stereo not drawn)	97	100	99	·	107	98	98	96	103
CCOC(=O)c1cnn(CC(O)CC)c1NC(=O)NCc1ccc(F)cc1 (stereo not drawn)	86	96	105	101	90	99	100	105	93
Nc1nonc1-c1nc2ccc(F)cc2[nH]1	98	104	104	56	107	112	103	98	101
OCc1ccc2ccccc2n1	93	94	100	94	110	88	94	100	115
COc1ccc(-c2cc(-c3nnc(SCC(=O)Nc4ccc(C(C)=O)cc4)n3-c3ccccc3)c3ccccc3n2)cc1OC	83	96	104	102	100	90	102	113	95
O=C(CSc1nnc(COc2cnc3ccccc3n2)o1)Nc1ccccc1Cl	101	105	103	82	105	114	107	103	112
O=[N+]([O-])CC(O)c1ccc2ccccc2n1 (stereo not drawn)	90	97	106	76	104	98	104	·	114
CC(C)CNCCOC(=O)c1ccc([N+](=O)[O-])cc1	106	102	101	96	120	105	99	101	123
COc1cc(/C=C2\C=C(c3ccccc3)N(CCc3ccccc3)C2=O)cc(OC)c1OC	52	81	85	-6.7*	102	45	94	65	75
N#Cc1c(-c2ccccc2F)cc(-c2cccnc2)[nH]c1=O	107	102	105	83	106	100	106	100	113
CCCCCCOCCNc1ccnc(N)n1	93	100	100	97	104	90	102	107	98
CN1c2ccccc2SC2C(c3ccccc3)=NOC21 (stereo not drawn)	106	106	101	89	113	108	106	99	93
N=c1ccn2c(n1)O[C@@H]1[C@@H](O)[C@H](CO)O[C@@H]12	37	77	66	83	50	66	64	65	54
CCn1c(SCC(=O)N2CCN(c3cc4c(cc3F)c(=O)c(C(=O)O)cn4C3CC3)CC2)nnc1-c1cc(OC)c(OC)c(OC)c1	98	101	105	89	100	102	99	95	96
NS(=O)(=O)c1ccc(NC(=O)CSc2nc3nc(-c4cccs4)cc(-c4cccs4)c3c(=O)[nH]2)cc1	79	91	95	110	88	86	76	76	96
O=C(C1CCCCC1)[C@H]1[C@]2(C(=O)NC3CCCCC32)[C@@H]2CCCN2[C@@]12C(=O)NC1CCCCC12 (stereo partly drawn)	86[20 µM]	99[20 µM]	103[20 µM]	81[20 µM]	100[20 µM]	96[20 µM]	94[20 µM]	99[20 µM]	104[20 µM]
CC(N)c1ccc(Cl)cc1 (stereo not drawn)	93	100	95	85	99	99	110	104	93
CC(=O)OC1(C)C=Cc2ccccc2/C1=N/S(=O)(=O)c1ccccc1 (stereo not drawn)	89	102	106	60	90	96	101	84	97
O=[N+]([O-])c1ccccc1/C=N\Nc1ccccc1	85&79	36&41	93&95	96&71	91&89	90&78	60&43	102&96	111&102
CCn1cc(C(=O)N/N=C/c2ccc(Br)cc2)c(=O)c2cc(F)c(N3CCNC(C)C3)c(F)c21 (stereo not drawn)	68	48	-74*	86	26	63	-19*	54	-32*
CCC(C)/C=C(C)/C=C/C(=O)C1C(=O)NC(C(O)c2ccc(O)cc2)C1=O (stereo not drawn)	103	108	103	80	109	84	102	104	121
O=C(NCCCN1CCOCC1)c1ccc(C(=O)NCCCN2CCOCC2)cc1	101	107	112	91	109	109	102	102	103
Clc1ccccc1/C=N\N=C(N/N=C\c1ccccc1Cl)N/N=C/c1ccccc1Cl	73	85	86	117	89	93	70	92	98
COC(=O)Nc1ccc(-c2nc(-c3cccc(OCCN4CCOCC4)c3)c(-c3ccnc(Br)c3)[nH]2)cc1	61	60	87	29	82	82	39	78	49
Cc1c(Cl)cccc1NC(=O)CN(CC(C)C)CC(C)C	71	97	97	95	106	109	97	100	69
C=CCN(CC=C)C(=O)Nc1cccc2c(NC(=O)N(CC=C)CC=C)cccc12	97	96	101	96	99	105	98	·	102
Cc1cc(N=Cc2ccc(Cl)cc2)c(N=Cc2ccc(Cl)cc2)cc1C	24	50	69	120	77	83	71	101	41
O=Cc1ccc(OC2OC(CO)C(O)C(O)C2O)cc1 (stereo not drawn)	102	100	110	96	90	98	96	116	97
CCN(c1ccc(OC)cc1)c1nc(-c2ccc(Br)cc2)cs1	96	98	97	97	107	106	100	112	105
Cn1c(=O)c2nc(CCC(=O)Nc3ccccc3)c(=O)[nH]c2n(C)c1=O	101	102	92	86	95	93	98	96	102
COc1ccc(C2CC(c3cccc(Nc4ccncc4)c3)=NN2C(C)=O)cc1 (stereo not drawn)	50	107	90	73	104	88	100	93	65
Cc1c2c[n+](C(C)C)ccc2c(C)c2c1[nH]c1ccccc12	20	8.7*	22	41	19	15	88	4.8*	21
C#CC[C@@H]1C[C@]2(C)[C@H]3CC=C4[C@H]5[C@@H](C)[C@H](C)CC[C@]5(C(=O)NCCCCCCCCN)CC[C@@]4(C)[C@]3(C)CC[C@H]2C(C)(C)[C@H]1OC(C)=O	-99*	0.4*	-62*	83	58	93	-62*	65	-65*
O=C1NC(=O)C(Cc2ccccc2)(c2ccccc2)N1 (stereo not drawn)	94	111	108	84	99	107	101	109	100
Cc1ccc(-c2nc(C#N)co2)cc1	94	107	107	85	117	105	94	101	103
CC1CC=CCC1C(=O)O (stereo not drawn)	94&109	99&97	107&102	88&99	111&110	98&103	103&107	102&106	110&115
O=C(CN1CCN(c2cc3c(cc2F)c(=O)c(C(=O)O)cn3C2CC2)CC1)Nc1nnc(-c2ccccc2)s1	91	97	109	75	99	95	91	91	98
CCCN(CCC)CC(C)(C)C=O	107	109	102	114	107	98	104	109	108
CNS(=O)(=O)Oc1ccc(-c2sc3cc(OS(=O)(=O)NC)ccc3c2C(=O)c2ccc(OCCN3CCCCC3)cc2)cc1	33	80	65	69	94	88	35	83	31
CCCCC(CCc1ccccn1)C(=O)c1ccccc1 (stereo not drawn)	109	136	112	90	111	122	107	110	109
CN1C(=O)N(C)C2Nn3c(s/c(=C\c4ccc([N+](=O)[O-])cc4)c3=O)=NC21 (stereo not drawn)	91	99	97	80	104	92	93	96	111
CCOC(=O)c1c(C)oc2ncnc(N3CCN(C(=O)COc4ccc(Cl)c(Cl)c4)CC3)c12	84	93	93	78	111	97	84	92	86
C[n+]1ccccc1C(O)C(O)c1cccc[n+]1C (stereo not drawn)	94	98	112	91	106	96	105	103	94
O=C1N=C(N2CCOCC2)S/C1=C/c1ccco1	102	105	103	81	·	93	94	100	100
O=C(O)c1ccc(-c2nn(-c3ccc(C(=O)O)cc3)cc2CNc2cccc(F)c2)cc1	95	103	103	103	101	99	108	100	98
CCOC(=O)C1=C(N)Oc2c(sc3c(C)cccc23)C1c1ccc(F)cc1 (stereo not drawn)	9.0*	9.2*	22	-4.1*	9.2*	38	6.3*	26	2.5*
COc1cc2oc(-c3cccc(C(=O)N[C@@H](CO)C(=O)O)c3)cc(=O)c2c(OC)c1OC	106	107	113	144	115	121	105	101	116
Nc1c(S(=O)(=O)O)cc(Br)c2c1C(=O)c1ccccc1C2=O	109&109	108&104	111&109	91&87	109&108	106&102	114&107	107&111	108&100
CC(=O)C[n+]1cc2ccccc2c2ccccc21	105	100	109	106	123	104	101	98	121
O=C(/C=C/c1ccc(Cl)cc1)c1c(O)c2ccccc2oc1=O	81	94	112	86	102	99	97	105	98
Cc1ccc(-n2cnc3c(=O)[nH]cnc32)cc1	101	104	111	105	110	111	102	104	101
CCOC(=O)CCC(=O)OCC	103	106	103	97	117	100	112	101	108
O=C1c2cccc3c(-c4ccc5c(c4)ncn5C4CCCCC4)ccc(c23)C(=O)N1Cc1ccccc1	75	91	102	80	94	99	93	102	79
NN1C=C(CCl)Nn2c1nc1c(cnn1-c1ccccc1)c2=O	113	106	109	97	110	111	107	104	114

(next part)
mol	HCT-116	KM12	SW-620	SNB-75	HCC-2998	SF-268	HCT-15	SNB-19	HT29
ClC(Cl)(Cl)c1ncnc2nc[nH]c12	102	105	106	81	103	98	111	98	98
CCN(CC)C(=O)C1CC=CCC1C(=O)O (stereo not drawn)	101	96	97	72	122	125	99	95	94
CNC(=O)C(C)C	99	105	109	87	95	105	99	103	106
Cn1c(O)c(C(/C=C/c2ccccc2)=Nc2ccccc2N)c(=O)n(C)c1=O	57	107	106	91	90	114	92	101	72

Only HCT-15 (two entries from above):
smiles,HCT-15
C=CCN(CC=C)C(=O)Nc1cccc2c(NC(=O)N(CC=C)CC=C)cccc12,98
Cc1cc(N=Cc2ccc(Cl)cc2)c(N=Cc2ccc(Cl)cc2)cc1C,71
